PriA SSB inh: blocks PriA binding to SSB C-terminal tail; inhibition, % at 33 µM; AID 1272365; AlphaScreen SSBct-PriA binding, biotinylated peptide; actives 0.6% (n = 430,000); in the data active = inhibition mostly above about 37%, no sharp cut-off; inactive = mostly below about 20%;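 also: plate controls were negative control peptide for no effect and reference peptide for full effect; strong numbers were not always called active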
Numbers without * were called inactive; & = joins results of further samples. These rows are one share of the data; rates above refer to the full screens.

smiles,PriA SSB inh
C=CCCC(=O)NC1CC(O)C(CO)C1 (stereo not drawn),-6.0
O=C(NCCc1ccc(N2CCCC2)cc1)C(=O)Nc1ccc2c(c1)OCO2,-18.0
COc1ccc(S(=O)(=O)NCC2CCN(Cc3cccs3)CC2)c(OC)c1,1.0
COc1ccc(NC(=O)ON=Cc2ccc(N(C)C)cc2)cc1,8.7
COC(=O)CSC1CCN(C(=O)c2ccc(OC(F)(F)F)cc2)C1 (stereo not drawn),-3.0
Cn1cnc(S(=O)(=O)NCC(O)c2cn(C)c3ccccc23)c1 (stereo not drawn),17.0
Brc1ccc2nc(N3CCNCC3)sc2c1,7.0
Cc1nc(-c2ccccc2F)sc1CNC(=O)C1CC1,-5.0
Cc1ccc(/C=C/S(=O)(=O)NCCCn2nc(-c3ccco3)ccc2=O)cc1,3.0
O=C(Nc1onc2c1CCC2)c1ccc(F)cc1,-13.0
O=C(NCC#CCOc1cccc(C(F)(F)F)c1)c1ccc2nc[nH]c2c1,-17.0
COC(=O)N1CCC(CNC(=O)c2ccc(-c3ccsc3)cc2)CC1,-2.0
CNc1ccnc(C(=O)O)c1,5.0
COc1cccc2sc(OC3CN(S(=O)(=O)c4ccc(NC(C)=O)cc4)C3)nc12,-16.0
CCCCN1C(=O)c2cccc3c(NC(=O)CCS(=O)(=O)c4ccccc4)ccc1c23,3.0
COC(=O)C(C)NC(=O)C12CC3CC(CC(Br)(C3)C1)C2 (stereo not drawn),-11.0
O=C(Nc1ccc(Nc2ccc(-n3cccn3)nn2)cc1)c1cccc(Br)c1,-21.0
O=C(CSc1nc(=O)n(Cc2cccs2)c2c1CCCC2)Nc1ccc2c(c1)OCCO2,-3.0
O=C(c1ccccc1F)N1CCN(c2ccc(Nc3ccccn3)nn2)CC1,-15.0
O=C(NCC1CC(=O)N(c2ccc(F)cc2)C1)Nc1ccc2c(c1)OCO2 (stereo not drawn),14.0
O=C(Cc1ccc(F)cc1)NC[C@H](O)c1ccoc1,-6.0
COCCNc1oc2c(c1-c1cccc(Cl)c1)c(=O)n(C)c(=O)n2C,3.0
CC(=NO)c1c(O)cc(-c2ccccc2)n(-c2ccccc2)c1=O,0.4
C=CCNC(CC(=O)Nc1cccc(F)c1)C(=O)O (stereo not drawn),-5.0
COc1ccc(S(=O)(=O)C2CCN(S(=O)(=O)c3cccc(Cl)c3C)CC2)cc1,-3.0
COc1ccc(S(=O)(=O)NCC(c2ccc3c(c2)OCO3)N2CCOCC2)cc1F (stereo not drawn),3.0
Cc1ccc(C)c(OCc2nc3c(C)cccc3[nH]2)c1,-30.0
CCc1ccc(NC(=O)C(=O)NC)cc1,-6.0
C=CCn1c(SCC(=O)NCc2ccc3c(c2)OCO3)nc2scc(-c3ccc(C)o3)c2c1=O,-15.0
O=C(CC=NOCc1ccc(Cl)cc1Cl)Nc1ccccc1,1.2

Next section (5 carried over from the part before).
smiles,PriA SSB inh
COc1ccc(S(=O)(=O)NCC(c2ccc3c(c2)OCO3)N2CCOCC2)cc1F (stereo not drawn),3.0
Cc1ccc(C)c(OCc2nc3c(C)cccc3[nH]2)c1,-30.0
CCc1ccc(NC(=O)C(=O)NC)cc1,-6.0
C=CCn1c(SCC(=O)NCc2ccc3c(c2)OCO3)nc2scc(-c3ccc(C)o3)c2c1=O,-15.0
O=C(CC=NOCc1ccc(Cl)cc1Cl)Nc1ccccc1,1.2
CCCCOc1ccc(C(=O)Nc2ncc(S(=O)(=O)c3ccc([N+](=O)[O-])cc3)s2)cc1,-6.0
COc1ccc2cc(C=NNC(=O)c3c(Cl)cnn3C)c(Cl)nc2c1,-5.0
O=C(NCCCN1CCN(c2ccccc2)CC1)C12CC3CC(CC(C3)C1)C2,4.0
CN(C)S(=O)(=O)c1ccc(C(=O)NCc2n[nH]c(=O)c3ccccc23)cc1,-4.0
COc1cc(C=NNC(=O)c2ccc(-c3ccccc3)cc2)cc(OC)c1OC(C)=O,-7.8
O=C(COc1ccccc1F)N1CC[C@H](n2ccnn2)C1,-17.0
O=C(NCc1ccccc1Br)c1n[nH]nc1-c1ccccc1,-6.0
CC(=NNC(=O)Cn1cnc2ccccc21)c1cccs1,-0.4
CCOC(=O)C(=O)N1CCN(c2ccc(OC)nn2)CC1,-9.0
ON=C1CCCSc2ccccc21,-13.4
O=c1[nH]c2ccccc2[nH]c1=S,-3.0
CC(=O)Nc1cccc(C(=O)NN=Cc2cccnc2)c1,-6.0
O=C(Cn1nc(S(=O)(=O)c2ccccc2)ccc1=O)Nc1ccc(Br)cc1,-14.0
COc1ccc(NC(=O)Cc2csc(SCc3ccc(Cl)cc3)n2)cc1OC,14.0
O=C(Cn1c(CO)cnc1SCC(=O)N1CCCc2ccccc21)NCc1ccc(F)cc1,-2.0
O=C(c1ccccn1)N1CCc2cc(S(=O)(=O)NC3CCCC3)ccc21,-5.0
CN(C)c1ccnc(CNC(=O)C(c2ccccc2)c2ccccc2)n1,0.0
COc1ccc(-c2nnc3ccc(OCCNC(=O)c4ccc5c(c4)OCO5)nn23)cc1,-4.0
CN(C)C(=O)Cc1ccc(NC(=O)CCc2cccc(Cl)c2)cc1,-4.0
Cc1nc(C)c(C(=O)N2CCN(c3ccc4nnc(-c5ccco5)n4n3)CC2)s1,-4.0&5.0
COC(=O)COc1cc(-c2ccc(OC)cc2)nc2ccc(NC(=O)c3c(F)cccc3F)cc12,-1.0
O=C(c1cc(-c2ccc(F)cc2)c[nH]1)N1CCC(n2ccnn2)CC1,1.0
CCn1cc(S(=O)(=O)N2CCc3sccc3C2)cn1,-2.0
CC(C)c1ccc(NC(=O)Cc2coc3ccc4ccccc4c23)cc1,12.0
CC(C)c1noc(-c2ccnc(-n3cnc(C(=O)NCc4cccc(Cl)c4)c3)c2)n1,0.0
O=c1cc(-c2ccccn2)nc(-c2ccccn2)[nH]1,152.5*
CC(=NNc1ccc(F)cc1F)c1ccc(Br)s1,4.6
O=C(NCC1CCCO1)C(=O)NN=Cc1ccc2c(c1)OCO2 (stereo not drawn),-2.6
Cc1ccc(-c2cc(N3CCOCC3)c3cc(NC(=O)COc4ccccc4)ccc3n2)cc1,-6.0
COC(=O)c1ccc(C=NNC(=O)c2ccc(C)cc2Cl)cc1,3.2
Cc1nc(SCc2ccccc2F)[nH]c(=O)c1CC(=O)NCc1ccc2c(c1)OCO2,1.0
O=C1/C(=C/c2cccc(F)c2)Oc2c1ccc1c2CN(Cc2ccccn2)CO1,97.0*
COC(=O)Nc1ccc(S(=O)(=O)N(Cc2ccsc2)Cc2ccco2)cc1,-35.0
COc1ccc(-c2nc(N)nc(C(F)(F)F)c2-c2ccc(Cl)cc2)c(O)c1,-4.0
Cc1ccc2oc(C(=O)NCc3ccccc3Cl)cc2n1,-5.0
NC(N)=NN=Cc1cccc([N+](=O)[O-])c1O,-3.6
CC(C)c1ccc(NC(=O)Nc2c[nH]c3ccccc23)cc1,39.0*
N#Cc1ccsc1NC(=O)C1CCN(S(=O)(=O)c2ccc(Cl)cc2)CC1,-2.0
O=S(=O)(c1ccc(Cl)s1)N1CCN(c2ccc(-c3ccccc3)nn2)CC1,11.0
COc1ccc(NC(=O)c2ccc(S(=O)(=O)C(C)C)cc2)c([N+](=O)[O-])c1,21.0
O=C(Cc1c(F)cccc1Cl)NCCSC1CCOCC1,-10.0
COc1ccc(N(CC(=O)NN=Cc2cccc(OC)c2OC)S(=O)(=O)c2ccccc2)cc1,-10.6
COc1ccc(C2(C)NC(=O)N(CC(=O)N3CCCc4ccccc43)C2=O)cc1 (stereo not drawn),7.0
O=C1CCc2cc(S(=O)(=O)NCc3ccnc(-c4ccsc4)c3)cc3c2N1CC3,-7.0
O=S(=O)(/C=C/c1ccccc1)NCc1cc(C2CC2)n(C2CCCC2)n1,5.0
Cc1cc(NC(=O)c2cc(=O)c3ccccc3o2)n(-c2nc3c(c(=O)[nH]2)CCC3)n1,-5.0&2.0
Cc1ccc(-c2nsc(SCC(=O)Nc3cccc([N+](=O)[O-])c3)n2)cc1,16.0
O=C(Nc1ccc2c(c1)CN(C(=O)c1ccco1)CC2)c1cccc(C(F)(F)F)c1,-8.0
O=C(CSc1nc(-c2ccccc2)[nH]c1S(=O)(=O)c1ccccc1)NC1CCS(=O)(=O)C1 (stereo not drawn),-4.0
O=C(Nc1nc(-c2cc3ccccc3o2)cs1)c1nc2ccccc2s1,-10.0
CCOC(=O)c1c(NC(=O)CCSc2nnc3scc(-c4ccccc4)n23)sc2c1CCCC2,-17.0
Cn1nc(-c2ccc(F)cc2)cc1C(=O)NC[C@](C)(O)c1ccco1,-11.0
CC(=O)Nc1ccc(C(C)=NNC(=O)c2ccccc2Cl)cc1,-1.3
O=C(NCCn1ncc2c(N3CCOCC3)ncnc21)c1ccc(F)cc1,0.0
Cc1nc(-c2ccccc2Cl)sc1CNC(=O)c1ccc2c(c1)OCO2,-8.0
Cc1c(Cl)cccc1S(=O)(=O)NCCn1ccn2nccc12,-6.0
CC(=CC(=O)C(F)(F)F)Nc1cc(C)cc(C)c1,-18.3
O=C(c1ccc2nsnc2c1)N1CCC2(CC1)OCCS2,-23.0
COc1ccc(-c2cn3c(C(=O)N4CCN(c5ccccc5F)CC4)csc3n2)cc1,15.0
CCn1c(SCC(=O)NN=C(C)c2ccncc2)nnc1-c1ccc(C)cc1,-6.3

No new results follow: 2 of the compounds above.
smiles,PriA SSB inh
Cc1nc(SCc2ccccc2F)[nH]c(=O)c1CC(=O)NCc1ccc2c(c1)OCO2,1.0
O=C1/C(=C/c2cccc(F)c2)Oc2c1ccc1c2CN(Cc2ccccn2)CO1,97.0*

The list goes on:
smiles,PriA SSB inh
COc1ccc(CCNC(=O)NNC(=O)c2cccn(Cc3cccc(F)c3)c2=O)cc1,1.0
O=C(COc1ccc(Cl)cc1)NCC(c1cccc2ccccc12)N1CCOCC1 (stereo not drawn),8.0&12.0
Cc1cc(NC(=O)c2ccc([N+](=O)[O-])o2)n(-c2nc3c(cnn3-c3ccc(Cl)cc3)c(=O)[nH]2)n1,1.0
COc1cc(C=NNC(=O)c2cncc(Br)c2)cc([N+](=O)[O-])c1O,1.8
O=C(Nc1ccc(CC(=O)N2CCCC2)cc1)c1ccc(F)cc1Cl,0.0
CC(=O)N1CCc2c(sc(N)c2C#N)C1,-5.0&6.0
Cc1cc(N)ccc1Br,-2.0
COc1ccc(S(=O)(=O)NCCCc2ccc(N(C)C)cc2)c(C)c1,28.0
COCc1c(C(=O)NN=C(C)c2cccs2)nnn1-c1nonc1N,-14.1
CC1CCCN(CC(O)=C(C#N)c2nc3ccccc3[nH]2)C1 (stereo not drawn),-19.9
C[C@@](O)(CNS(=O)(=O)c1ccccc1Br)Cc1ccco1,-13.0
Cc1nnsc1C(=O)N1CCC(CNS(=O)(=O)c2cc3c4c(c2)CCN4C(=O)CC3)CC1,-1.0
CC1CCN(S(=O)(=O)c2ccc(C(=O)Nc3nc4c(Cl)cccc4s3)cc2)CC1,-5.0
CNC(=O)C(=O)Nc1ccc(F)c(Cl)c1,2.0
COC(=O)c1ccc(CN2C(=O)CSC2=O)o1,-10.0
O=C(NCC1(Sc2ccccc2)CCOCC1)C1CC=CCC1 (stereo not drawn),-9.0
COc1nn(C)cc1C(=O)Nc1cnn(C2CCOC2)c1 (stereo not drawn),-7.0
CS(=O)(=O)c1ccccc1C(=O)Nc1nc(-c2ccccc2)c(C(=O)c2ccccc2)s1,-23.0
O=C(Nc1nc(-c2ccc3c(c2)CCCC3)cs1)c1ccc(Cl)s1,-5.0
Cc1cc(S(=O)(=O)Nc2ccc3c(c2)CN(C(=O)C2CC2)CC3)ccc1F,-8.0
CC(C)CNC(CC(=O)Nc1ccc(OC(F)F)cc1)C(=O)O (stereo not drawn),-15.0
COC(CNC(=O)Cc1cccs1)c1ccccc1C (stereo not drawn),-1.0
CSc1ccccc1NC(=O)C(=O)N1CCN(c2ccccc2)CC1,-5.0
CCON=C(c1nonc1N)N1CCN(c2ccc([N+](=O)[O-])cc2)CC1,-4.3
Cc1ccc(Cl)c2sc(N3CCN(C(=O)c4c(F)cccc4F)CC3)nc12,-11.0
C[C@H](Oc1ccccc1F)C(=O)NCCn1nc(-n2cncn2)ccc1=O,-7.0
CC(=O)c1sc(NN=Cc2c(O)ccc3ccccc23)nc1C,-6.3
CCOC(=O)c1c(NC(=O)c2ccc(F)c(F)c2)sc2ccccc12,0.0
O=C(NCC(c1ccsc1)N1CCCCCC1)C(=O)Nc1ccc2c(c1)OCO2 (stereo not drawn),12.0
CC(=O)c1ccc(OCC(=O)Nc2cc(OCc3ccccc3)ncn2)cc1,-13.0
CC(C)CS(=O)(=O)C1CCN(C(=O)CCc2cccc3ccccc23)CC1,0.0
O=C(NCCn1nc(-c2ccncc2)cc1C1CC1)Nc1ccc2c(c1)OCO2,7.0
Cc1ccc2nc(C)c(C(=O)NN=Cc3cccs3)n2c1,-0.3
O=C(c1ccccc1)N1CCCC(c2nnc(-c3cccs3)o2)C1 (stereo not drawn),0.0
Cc1cc2ncc(CCCNC(=O)c3cccc(N(C)C)c3)cn2n1,-6.0
CN(C)S(=O)(=O)c1ccc(C(=O)Nc2nnc(-c3ccc4c(c3)OCO4)o2)cc1,-26.0
O=C(c1cnc2ccccc2n1)N(Cc1ccco1)C1CCOCC1,-7.0
O=C(CNC(=O)c1cccs1)NN=Cc1cccc(Cl)c1,-4.2
O=c1cccnn1CCCNS(=O)(=O)c1ccccc1C(F)(F)F,-5.0&-2.0
